BioA inh – M. tuberculosis BioA enzyme inhibitors, primary screen, biochemical, plate reader, single point, HTS | 7,8-diaminopelargonic acid synthase BioA (Mycobacterium tuberculosis) | purified M. tuberculosis BioA enzyme | inhibition, % at 9.99 µM | 0.096% of 360,000 active; in the data active = inhibition above about 40%
The depositor's hits bear a star.

C[C@@H]1CCCCO[C@H](CN(C)C(=O)NC2CCCCC2)[C@@H](C)CN([C@H](C)CO)C(=O)c2cc(NC(=O)Cc3ccccc3)ccc2O1
  BioA inh: -2.9

CNC(=O)C[C@@H]1CC[C@@H]2[C@H](COc3ccc(NC(=O)C(C)C)cc3C(=O)N2C)O1
  BioA inh: -1.3

CC(=O)N1[C@H](C(=O)Nc2nccs2)[C@@H](CO)[C@@H]2Cn3c(ccc(/C=C/c4ccccc4)c3=O)[C@@H]21
  BioA inh: 2.8

COc1ccc(S(=O)(=O)Nc2ccc3c(c2)C(=O)N([C@@H](C)CO)C[C@@H](C)[C@@H](CN(C)Cc2ccc4c(c2)OCO4)OCCCC[C@@H](C)O3)cc1
  BioA inh: 2.1

COC(=O)C[C@H]1C[C@@H]2c3cc(NS(=O)(=O)c4ccc(F)cc4)ccc3O[C@@H]2[C@@H](CO)O1
  BioA inh: -0.3

C[C@@H]1CN([C@@H](C)CO)C(=O)c2cccc(NS(C)(=O)=O)c2O[C@@H]1CN(C)C
  BioA inh: -1.5

COc1ccc(NC(=O)Nc2ccc3c(c2)C(=O)N([C@H](C)CO)C[C@@H](C)[C@H](CN(C)S(C)(=O)=O)OCCCC[C@@H](C)O3)cc1
  BioA inh: 2.6

O=C(N[C@H]1CC[C@H](CCNC(=O)C2CCC2)O[C@H]1CO)c1ccncc1
  BioA inh: 2.4

CC(=O)N(C)C[C@@H]1Oc2cc(C#CCC3CCCC3)ccc2S(=O)(=O)N([C@H](C)CO)C[C@@H]1C
  BioA inh: 3.0

C[C@@H]1CCCCO[C@H](CN(C)C(=O)c2ccccc2)[C@H](C)CN([C@@H](C)CO)C(=O)c2cc(NC(=O)c3ccccc3)ccc2O1
  BioA inh: -2.7

COc1cccc(S(=O)(=O)Nc2ccc3c(c2)[C@H]2C[C@H](CC(=O)O)O[C@@H](CO)[C@H]2O3)c1
  BioA inh: -1.1

CC(C)NC(=O)Nc1ccc2c(c1)CC(=O)N([C@H](C)CO)C[C@H](C)[C@H](CN(C)C(=O)Nc1ccccc1)O2
  BioA inh: -1.1

C[C@@H](NC(=O)C[C@H]1C=C[C@@H](NC(=O)c2cccnc2)[C@@H](CO)O1)c1ccccc1
  BioA inh: 2.8

C[C@@H]1CN([C@@H](C)CO)C(=O)c2cc(-c3ccccc3F)cnc2O[C@@H]1CN(C)C(=O)C1CCCCC1
  BioA inh: 2.1

COc1cccc(C(=O)Nc2ccc3c(c2)C(=O)N(C)[C@H]2CC[C@H](CC(=O)N[C@H](C)c4ccccc4)O[C@H]2CO3)c1
  BioA inh: -1.0

C[C@@H]1CN([C@H](C)CO)C(=O)c2cc(NC(=O)Nc3ccc(F)cc3)ccc2O[C@@H](C)CCCCO[C@H]1CN(C)C
  BioA inh: 0.1

Cc1cccc(-c2ccc([C@H]3[C@@H](CO)N4CCCCN(C(=O)c5cccnc5)C[C@@H]34)cc2)c1
  BioA inh: -1.3

C[C@H](CO)N1C[C@H](C)[C@@H](CN(C)Cc2ccc(Cl)c(Cl)c2)Oc2ccc(NC(=O)CCC(F)(F)F)cc2CC1=O
  BioA inh: 0.2

COc1ccc(S(=O)(=O)N(C)C[C@@H]2Oc3c(NC(=O)Nc4cccc5ccccc45)cccc3C(=O)N([C@@H](C)CO)C[C@@H]2C)cc1
  BioA inh: -1.6

C[C@@H]1CN([C@H](C)CO)C(=O)Cc2cc(NC(=O)Nc3ccc(F)cc3)ccc2O[C@@H]1CN(C)S(=O)(=O)c1ccc(F)cc1
  BioA inh: 3.0

CC(=O)N1[C@@H](CO)[C@@H]2c3ccccc3N(C(=O)c3ccc(F)cc3)C[C@@H]21
  BioA inh: -2.4

C[C@@H]1CCCCO[C@@H](CN(C)S(=O)(=O)c2ccc(F)cc2)[C@@H](C)CN([C@H](C)CO)C(=O)c2cc(NC(=O)CCC(F)(F)F)ccc2O1
  BioA inh: 0.4

C[C@H](CO)N1C[C@H](C)[C@H](CN(C)Cc2ccc3c(c2)OCCN3C)OCc2cn(nn2)CCCC1=O
  BioA inh: -2.3

CCC(=O)Nc1ccc2c(c1)C(=O)N(C)C[C@H](OC)[C@H](C)CN(Cc1ccccc1F)[C@@H](C)CO2
  BioA inh: -0.6

Cc1ccc(S(=O)(=O)N(C)C[C@H]2Oc3c(NC(=O)c4ccc(-c5nccs5)cc4)cccc3C(=O)N([C@@H](C)CO)C[C@H]2C)cc1
  BioA inh: 1.7

C[C@H]1CN([C@@H](C)CO)C(=O)c2cc(NS(=O)(=O)c3cn(C)cn3)ccc2O[C@H]1CN(C)Cc1ccccc1
  BioA inh: -2.1

CCCN1[C@@H]2Cn3c(ccc(-c4cccnc4)c3=O)[C@H]1[C@@H](C(=O)NC1CCCC1)[C@@H]2CO
  BioA inh: -2.6

C[C@@H]1CN([C@@H](C)CO)C(=O)c2cc(C#CC3CCCCC3)cnc2O[C@H]1CN(C)S(C)(=O)=O
  BioA inh: 2.0

C[C@@H]1CN([C@H](C)CO)C(=O)c2cc(NS(=O)(=O)c3ccc(Cl)cc3)ccc2O[C@@H]1CN(C)Cc1ccc(C(=O)O)cc1
  BioA inh: -0.7

CCCC(=O)Nc1ccc2c(c1)OC[C@H](C)NC[C@H](C)[C@H](OC)CN(C)C2=O
  BioA inh: -1.3

C[C@@H]1CN([C@H](C)CO)C(=O)Cc2cc(NS(=O)(=O)c3ccc(Cl)cc3)ccc2O[C@@H]1CN(C)C(=O)NC1CCCCC1
  BioA inh: 2.7

C[C@H](CO)N1C[C@H](C)[C@@H](CN(C)C(=O)C2CCCCC2)OCCCC[C@H](C)Oc2ccc(NC(=O)C3CCCCC3)cc2C1=O
  BioA inh: 0.0

C[C@@H]1CN([C@H](C)CO)C(=O)c2cc(NC(=O)Cc3ccccc3)ccc2O[C@@H](C)CCCCO[C@H]1CN(C)S(=O)(=O)c1ccccc1
  BioA inh: -3.5

CCCNC(=O)Nc1ccc2c(c1)C(=O)N(C)[C@@H]1CC[C@@H](CC(=O)NCC3CCCCC3)O[C@H]1CO2
  BioA inh: -1.2

CC(=O)N1[C@H](CO)[C@@H]2c3ccccc3N(C(=O)c3ccccc3)C[C@@H]21
  BioA inh: -1.2

CCC(=O)Nc1ccc2c(c1)C(=O)N(C)C[C@@H](OC)[C@@H](C)CN(CCC(F)(F)F)[C@@H](C)CO2
  BioA inh: -0.6

COC(=O)C[C@@H]1CC[C@H]2NC[C@H](O)COC[C@@H]2O1
  BioA inh: -1.4

O=S(=O)(N[C@@H]1CC[C@H](CCn2cc(-c3ccccn3)nn2)O[C@@H]1CO)c1cccc(F)c1
  BioA inh: 1.6

C[C@H]1CN([C@@H](C)CO)C(=O)c2cccc(NC(=O)c3ccc(-c4nccs4)cc3)c2O[C@@H]1CN(C)CC1CCCCC1
  BioA inh: -2.0

C[C@H](CO)N1C[C@H](C)[C@@H](CN(C)Cc2ccc(-c3ccccc3)cc2)Oc2ccc(NC(=O)C3CC3)cc2C1=O
  BioA inh: -1.9

C[C@H](CO)N1C[C@H](C)[C@@H](CN(C)C(=O)Nc2cccc3ccccc23)Oc2ccc(NC(=O)CCC(F)(F)F)cc2C1=O
  BioA inh: 0.0

C[C@@H]1CN([C@H](C)CO)C(=O)c2cc(-c3ccccc3)cnc2O[C@@H]1CN(C)C(=O)NC1CCCC1
  BioA inh: 1.3

C[C@H](CO)N1C[C@H](C)[C@@H](CN(C)C(=O)Nc2ccc(C(F)(F)F)cc2)OCCCC[C@H](C)Oc2ccc(NS(C)(=O)=O)cc2C1=O
  BioA inh: -1.0

O=C(CC(F)(F)F)N1C[C@@H]2[C@H](c3ccccc31)[C@@H](CO)N2C(=O)C1CC1
  BioA inh: -1.2

C[C@@H]1CCCCO[C@H](CN(C)C(=O)c2ccncc2)[C@H](C)CN([C@@H](C)CO)C(=O)c2cc(NC(=O)Cc3ccccc3)ccc2O1
  BioA inh: 1.4

C[C@@H]1CN([C@H](C)CO)C(=O)c2cccc(NS(=O)(=O)c3cccs3)c2O[C@H]1CN(C)CC1CC1
  BioA inh: 2.4

CCC(=O)Nc1ccc2c(c1)C(=O)N(C)C[C@H](OC)[C@@H](C)CN(C(=O)CC1CC1)[C@@H](C)CO2
  BioA inh: -1.2

C[C@@H]1CN([C@@H](C)CO)C(=O)c2cc(NC(=O)Cc3cn(C)c4ccccc34)ccc2O[C@H]1CN(C)C(=O)Nc1ccc(C(F)(F)F)cc1
  BioA inh: -0.8

C[C@@H]1CN([C@@H](C)CO)C(=O)c2cc(NC(=O)c3ccncc3)ccc2O[C@@H]1CN(C)Cc1ccc(Cl)c(Cl)c1
  BioA inh: 0.8

Cc1ccc(-c2ccc3c(c2)O[C@H](CN(C)C(=O)CN(C)C)[C@H](C)CN([C@H](C)CO)S3(=O)=O)cc1
  BioA inh: 0.5

C[C@@H]1CN([C@H](C)CO)S(=O)(=O)c2ccc(-c3cccc(C#N)c3)cc2O[C@@H]1CN(C)C(=O)c1ccccc1
  BioA inh: 1.2

CCCC#Cc1cnc2c(c1)C(=O)N([C@H](C)CO)C[C@@H](C)[C@@H](CN(C)C(=O)CCN1CCCCC1)O2
  BioA inh: -2.3

CCCC#Cc1ccc2c(c1)O[C@H](CN(C)C(=O)c1ccccc1F)[C@@H](C)CN([C@H](C)CO)S2(=O)=O
  BioA inh: -0.2

C[C@@H]1CCCCO[C@H](CN(C)Cc2ccncc2)[C@H](C)CN([C@@H](C)CO)C(=O)c2cc(NS(=O)(=O)c3cccs3)ccc2O1
  BioA inh: 2.2

CC(=O)N(C)C[C@H]1Oc2cc(-c3cccc(F)c3)ccc2S(=O)(=O)N([C@H](C)CO)C[C@H]1C
  BioA inh: 3.1

COc1ccc(S(=O)(=O)N(C)C[C@H]2Oc3c(NC(=O)c4cnccn4)cccc3C(=O)N([C@H](C)CO)C[C@@H]2C)cc1
  BioA inh: -1.7

C[C@@H]1CN([C@H](C)CO)C(=O)c2cccc(NC(=O)NC3CCCCC3)c2O[C@@H]1CN(C)C(=O)Nc1ccc2c(c1)OCO2
  BioA inh: 2.7

C[C@H](CO)N1C[C@H](C)[C@@H](CN(C)Cc2cccc(F)c2)Oc2cc(C#CC3CC3)ccc2S1(=O)=O
  BioA inh: -3.3

COc1ccc(S(=O)(=O)Nc2ccc3c(c2)C(=O)N([C@H](C)CO)C[C@H](C)[C@H](CN(C)S(=O)(=O)c2ccc(F)cc2)OCCCC[C@@H](C)O3)cc1
  BioA inh: -1.6

CN1c2ccc(Br)cc2[C@H]2[C@H](CCN2C(=O)c2ccc(F)cc2)[C@H]1CO
  BioA inh: 9.2

C[C@H]1CN([C@@H](C)CO)C(=O)Cc2cc(NC(=O)Nc3ccc4c(c3)OCO4)ccc2O[C@@H]1CN(C)Cc1ccc(-c2ccccc2)cc1
  BioA inh: 0.0

O=C(Nc1ccc(Cl)cc1)N[C@@H]1CC[C@@H](CCn2cc(-c3ccccc3F)nn2)O[C@H]1CO
  BioA inh: -2.8

COCC(=O)N1C[C@@H]2[C@H](c3ccccc31)[C@H](CO)N2C(=O)C1CCCCC1
  BioA inh: 2.3

CN(C)Cc1cn(CC[C@@H]2CC[C@H](NC(=O)Cc3cccnc3)[C@@H](CO)O2)nn1
  BioA inh: -0.5

CCC(=O)N(C)C[C@@H]1Oc2ncc(-c3ccc(F)cc3)cc2C(=O)N([C@H](C)CO)C[C@H]1C
  BioA inh: 1.0

COCCNC(=O)C[C@@H]1C[C@@H]2c3cc(NC(=O)Nc4ccccc4)ccc3O[C@@H]2[C@@H](CO)O1
  BioA inh: 1.5

C[C@H](CO)N1C[C@H](C)[C@H](CN(C)Cc2ccc(C(F)(F)F)cc2)Oc2ccc(NC(=O)Nc3ccc4c(c3)OCO4)cc2CC1=O
  BioA inh: -0.2

COCCNC(=O)C[C@@H]1CC[C@H]2[C@H](COc3ccc(NC(=O)Cc4ccccc4)cc3C(=O)N2C)O1
  BioA inh: -0.1

CO[C@H](CN(C)C(=O)c1ccccc1F)[C@H](C)CN([C@H](C)CO)S(=O)(=O)c1ccc(C)cc1
  BioA inh: 1.1

O=S(=O)(NC[C@@H]1[C@@H](c2ccccc2)[C@H](CO)N1CC1CC1)c1ccccc1
  BioA inh: -2.8

C[C@@H]1CN([C@H](C)CO)C(=O)c2cc(NC(=O)Nc3cccc4ccccc34)ccc2O[C@H]1CN(C)C(=O)Nc1ccccc1
  BioA inh: -0.9

CCC(=O)N1C[C@H](C)[C@@H](OC)CN(C)C(=O)c2ccc(NC(=O)c3cc(C)on3)cc2OC[C@H]1C
  BioA inh: -0.4

O=C(C[C@@H]1C=C[C@@H](NC(=O)CN2CCOCC2)[C@@H](CO)O1)NCCc1ccccc1
  BioA inh: -1.1

COc1ccccc1-c1cnc2c(c1)C(=O)N([C@H](C)CO)C[C@@H](C)[C@@H](CN(C)CC1CCCC1)O2
  BioA inh: 1.0

O=C([C@@H]1[C@@H](CO)[C@@H]2Cn3c(ccc(-c4ccncc4)c3=O)[C@@H]2N1CCC(F)(F)F)N1CCCCC1
  BioA inh: -0.1

A second format for part of the listing above.
Molecule	BioA inh
CCCC#Cc1cnc2c(c1)C(=O)N([C@H](C)CO)C[C@@H](C)[C@@H](CN(C)C(=O)CCN1CCCCC1)O2	-2.3
CCCC#Cc1ccc2c(c1)O[C@H](CN(C)C(=O)c1ccccc1F)[C@@H](C)CN([C@H](C)CO)S2(=O)=O	-0.2
C[C@@H]1CCCCO[C@H](CN(C)Cc2ccncc2)[C@H](C)CN([C@@H](C)CO)C(=O)c2cc(NS(=O)(=O)c3cccs3)ccc2O1	2.2
CC(=O)N(C)C[C@H]1Oc2cc(-c3cccc(F)c3)ccc2S(=O)(=O)N([C@H](C)CO)C[C@H]1C	3.1

The listing continues.
CC(C)CC#Cc1cnc2c(c1)C(=O)N([C@H](C)CO)C[C@H](C)[C@H](CN(C)Cc1ccccn1)O2
  BioA inh: 0.2

C[C@@H]1CN([C@@H](C)CO)C(=O)c2cc(-c3ccccc3)cnc2O[C@H]1CN(C)C(=O)c1cccc(F)c1
  BioA inh: 7.0

CC(C)CC#Cc1cnc2c(c1)C(=O)N([C@H](C)CO)C[C@@H](C)[C@H](CN(C)S(=O)(=O)c1cccs1)O2
  BioA inh: 0.7

O=C(Nc1ccc(F)cc1)N1CCCCN2[C@H](CO)[C@@H](c3ccc(C#Cc4ccccc4)cc3)[C@@H]2C1
  BioA inh: -5.6

Structural class, the compounds so far with a COOH group.
COc1cccc(S(=O)(=O)Nc2ccc3c(c2)[C@H]2C[C@H](CC(=O)O)O[C@@H](CO)[C@H]2O3)c1
  BioA inh: -1.1

C[C@@H]1CN([C@H](C)CO)C(=O)c2cc(NS(=O)(=O)c3ccc(Cl)cc3)ccc2O[C@@H]1CN(C)Cc1ccc(C(=O)O)cc1
  BioA inh: -0.7

A portion of the library; rates above refer to the full screens.
